SR-BI DiI inh – mouse SR-BI HDL lipid transfer inhibition | Q61009 | ldlA[mSR-BI] CHO cells, DiI-HDL uptake fluorescence, 3 h | inhibition, % at 12.5 µM | 320,000 tested, 0.96% active;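 active = mean replicate inhibition of at least 70% and a set share of replicates each scoring 70 or more; inconclusive = meets just one of the two criteria; inactive = fails both criteria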;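 note: 0% = median of neutral control wells and 100% = median of positive control wells; values of inactives mirror those of a sister screen read the other way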
PKA-R2B activ – activates the human PKA-R2B holoenzyme complex | P22694+P31323 | 340,000 tested, 0.079% active | activation, % at 11.4 µM | PKA-R2B holoenzyme dissociation, Cy5-IP20 fluorescence polarization; R2B truncated from residue 108, S112A mutant; 0% DMSO only, 100% 113 µM cGMP | AID 504700;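 active = activation above a cutoff set at the mean over all compounds plus 3 SD, cut at about 18% in these data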;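 note: higher means more holoenzyme dissociation and a rise in polarization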
Target sequence (P31323 whole entry, looked up, other chains not shown, the tested form may be a part): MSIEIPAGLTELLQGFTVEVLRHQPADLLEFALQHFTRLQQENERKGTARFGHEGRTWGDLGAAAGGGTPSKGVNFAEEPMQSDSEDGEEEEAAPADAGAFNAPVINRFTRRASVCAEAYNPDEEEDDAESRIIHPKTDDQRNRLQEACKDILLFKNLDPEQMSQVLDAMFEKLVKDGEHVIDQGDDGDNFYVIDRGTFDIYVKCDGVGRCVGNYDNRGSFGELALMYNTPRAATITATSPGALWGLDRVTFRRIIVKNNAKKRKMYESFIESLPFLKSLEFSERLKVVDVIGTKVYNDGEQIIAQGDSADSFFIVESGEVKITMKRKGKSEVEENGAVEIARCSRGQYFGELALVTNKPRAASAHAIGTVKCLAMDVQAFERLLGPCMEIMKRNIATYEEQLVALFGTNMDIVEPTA
SR-BI uptake up – enhances SR-BI lipid uptake from DiI-HDL; 320,000 tested, 0.096% active; activation, % at 12.5 µM; CHO ldlA[mSR-BI] cells, DiI-HDL uptake fluorescence, 3 h; 100 = double the neutral-control signal;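 active = mean replicate activation of at least 60% and every replicate at or above 60%; inconclusive = mean or all-replicate condition met, but not both; inactive = mean below 60% and not all replicates reaching 60%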;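 note: 0% = median plate neutral-control signal and 100% = twice that signal; values of inactives mirror those of a sister screen read the other way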
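Assay system: CHO ldlA[mSR-BI] cells, LDL receptor-null, SR-BI overexpressing; medium: Ham's F12 with 0.5% BSA, HEPES 25 mM, pH 7.4; also added: DiI-HDL 10 µg/mL; timing: 3 h uptake period with compound, 37 °C; signal: DiI fluorescence, bottom read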
NSD2 HMT inh – inhibitors of human histone methyltransferase NSD2. O96028. NSD2 peptide methylation, AlphaScreen, 120 min. inhibition, % at 12.5 µM. 310,000 tested, 0.54% active; in the data active = inhibition above about 50%
MITF act – MITF TRPM1 promoter activation in melanoma cells; SK-MEL-5 TRPM1-promoter luciferase, 24 h; % of positive control, neutral wells = 0; activation, % at 12.5 µM; 300,000 tested, 0.75% active; AID 588334;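 active = mean activation of at least 80% with every replicate also reaching 80%; inconclusive = mean reaches 80% but some replicate falls short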;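 note: 0% = neutral control wells and 100% = parthenolide positive control wells; values of inactives mirror those of a sister screen read the other way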
Arrestin-AP2 inh – blocks beta-arrestin peptide binding to AP2 adaptin. AID 504490. 340,000 tested, 0.31% active. inhibition, % at 10 µM. FITC-arrestin peptide / GST-AP2 beads, flow cytometry; AP2 beta2 appendage carries R879A mutation;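 active = inhibition above a set limit, near 3 SD of compounds lacking own fluorescence, cut at about 54% in these data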;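 note: plate controls were DMSO wells for no effect and 5 µM unlabelled arrestin peptide for full effect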
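system = GST-tagged AP2 beta2-adaptin appendage (R879A) on 4 µm glutathione beads | reagent = FITC-labelled arrestin peptide probe, 50 nM final | schedule = compound with beads 12 min RT, then probe 1 h RT | signal = HyperCyt-sampled flow cytometry, FL1 channel, ex 488/em 535 nm | read-out = percent response from loss of bead-bound FITC fluorescence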
dFosB activator – enhances mouse delta FosB homodimer DNA binding; purified delta FosB, TAMRA-CDK5 oligo fluorescence polarization; percent of positive-control signal above neutral wells; P13346; 340,000 tested, 0.99% active; AID 493131; activation, % at 25 µM;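 active = mean activation above about 17%, with every replicate also reaching it, limit read from the data, passing the limit was not always enough; inconclusive = only one of the two conditions met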;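 note: fluorescence polarization rise as delta FosB binds a TAMRA Cdk5 AP-1 oligo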
PKA-R1A act – activators of PKA-R1A complex; 340,000 tested, 0.083% active; activation, % at 11.4 µM; PKA-R1A dissociation, Cy5-IP20 fluorescence polarization; scaled: DMSO 0%, 113 µM cGMP 100%; P00514+P68181;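 active = percent activation above the mean of all tested compounds plus 3 SD, cut at about 19% in these data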;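 note: higher means more PKAc released from R1A so a rise in polarization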
Pemphigus Ab inh – human desmoglein-3 autoantibody binding inhibition | P32926 | DSG3-coupled beads, scFv-anti-DSG3-GFP binding, flow cytometry; active compounds read low | binding (percent of control), % at 10 µM | 310,000 tested, 0.48% active | AID 588358;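 active = binding more than 3 SD below its plate's average and above zero; inconclusive = below that plate limit but binding exactly zero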;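 note: hits lower antibody fragment binding to DSG3; some compounds called inactive have numbers as strong as hits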
CDK5 inh – blocks human CDK5/p35 kinase activity. Q00535+Q15078. Recombinant CDK5/p35, ADP-Glo luminescence, 60 min. inhibition, % at 10 µM. 330,000 tested, 0.01% active;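 active = highest replicate inhibition of at least 50% and at least 75% of replicates reaching 50%; inconclusive = only one of the two criteria met; inactive = both criteria failed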;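 note: plate controls were DMSO neutral control for no effect and GW8510 at 10 µM for full effect; many of its hits are not listed in these tables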
Target sequence (Q00535 whole entry, looked up): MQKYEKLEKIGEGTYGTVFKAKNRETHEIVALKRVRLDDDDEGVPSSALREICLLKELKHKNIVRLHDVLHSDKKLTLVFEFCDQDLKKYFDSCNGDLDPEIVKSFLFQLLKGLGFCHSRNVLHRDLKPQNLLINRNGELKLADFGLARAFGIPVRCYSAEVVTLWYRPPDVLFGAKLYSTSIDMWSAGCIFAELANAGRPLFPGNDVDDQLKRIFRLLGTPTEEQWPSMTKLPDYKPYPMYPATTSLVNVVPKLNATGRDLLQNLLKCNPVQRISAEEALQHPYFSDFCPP
Target sequence (Q15078 whole entry, looked up): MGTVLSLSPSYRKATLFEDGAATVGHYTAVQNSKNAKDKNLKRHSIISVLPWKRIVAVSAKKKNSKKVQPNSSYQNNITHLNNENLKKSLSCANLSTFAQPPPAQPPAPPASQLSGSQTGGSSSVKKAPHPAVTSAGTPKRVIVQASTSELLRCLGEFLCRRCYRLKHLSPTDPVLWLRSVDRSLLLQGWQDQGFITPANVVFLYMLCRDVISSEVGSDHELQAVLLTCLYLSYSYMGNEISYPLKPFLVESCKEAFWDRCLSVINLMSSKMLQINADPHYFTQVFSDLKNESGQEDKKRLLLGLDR
Mot1-301 SUMO – SUMOylation pathway inhibition by Mot1-301 growth rescue | AID 2716 | S. cerevisiae Mot1-301 growth rescue, ATP luminescence, 38.5C; percent above DMSO median, 100 means doubled | 320,000 tested, 1% active | growth rescue, % at 18.8 µM;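 active = every valid replicate shows activation above 250% relative to neutral control wells; inactive = the rest, any valid replicate at or below 250%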;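 note: OY570 slx delta 5 strain wells were the positive control but not used for scaling; some compounds called inactive have numbers as strong as hits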
* = called active by the depositor; ? = inconclusive; · = not tested or not shown.

SMILES	SR-BI DiI inh	PKA-R2B activ	SR-BI uptake up	NSD2 HMT inh	MITF act	Arrestin-AP2 inh	dFosB activator	PKA-R1A act	Pemphigus Ab inh	CDK5 inh	Mot1-301 SUMO
COc1cccc(CC(=O)Nc2cc(S(=O)(=O)N3CCOCC3)ccc2N2CCOCC2)c1	-17	-3	17	1	5	-22	-2	-1	86	2.9	-10
O=C(Nc1ccccc1C(=O)Nc1ccc(Cl)cc1)c1cccnc1	19	-1	-19	-2	-4	4	-17	0	106	0.3	156
CCCCN1C(=O)C(=O)N(CC(=O)N2N=C3/C(=C/c4ccco4)CCCC3C2c2ccco2)C1=O (configuration not stated)	-1	-9	1	-2	-1	-27	-2	-8	106	-0.4	6
CCCCOc1ccc(/C=N/NC(=O)c2nnn(-c3nonc3N)c2C)cc1	39	-3	-39	-6	17	-6	3	-2	108	-3.2	400
CCOc1ccccc1C(=O)Nc1nnc(Cc2ccc(OC)c(OC)c2)s1	24	6	-24	-3	10	14	-11	-2	95	-3.3	-7
CN1CCN(C(=O)C2CCN(c3ncnc4c3nc3n4CCCCC3)CC2)CC1	-6	2	6	-1	0	-1	-1	7	105	1.3	-7
COc1ccc(CN2C(=O)c3cccnc3C2=O)cc1S(=O)(=O)NCc1ccc(C)o1	-15	-5	15	2	-4	-5	1	-2	97	·	-1
CC(=O)c1c(C)[nH]c(C(=O)CN2C(=O)NC3(CCCCC3)C2=O)c1C	16	-4	-16	0	9	24	-3	-7	102	-0.3	·
Cc1cc(OCC(O)CN(C)C(=O)C(C)Oc2ccccc2)ccc1Cl (configuration not stated)	25	-11	-25	2	·	-8	-2	-3	100	0.6	-6
N#Cc1cn(CC(=O)N2CCCc3ccccc32)c2ccccc12	2	4	-2	-1	-15	3	-12	-4	100	1.1	-19
Cc1ccc(C(=O)NNC(=O)c2ccccc2OCc2c(C)noc2C)cc1	-2	-4	2	-2	-4	0	3	10	96	-0.3	·
CCNc1nc(OC)nc(Oc2ccc(C(=O)OC)cc2)n1	23	4	-23	-1	·	2	-3	-2	97	-0.8	155
CC(C)CCNC(=O)C12CN(Cc3ccccc3)CC1C(c1cccc([N+](=O)[O-])c1)=NO2 (configuration not stated)	19	0	-19	·	-4	1	2	7	103	-3.4	37
COCCN(C(=O)c1cccc(OC)c1)c1nnc(-c2ccncc2)s1	-2	-12	2	-2	-6	9	-15	1	94	-2.0	350
Cc1ccc(S(=O)(=O)N2CCN(Cc3ccccc3)CC2)c(C)c1N(C)S(=O)(=O)c1ccccc1	6	-7	-6	-2	-1	-2	-3	0	106	-1.7	-1
Cc1c(-c2ccccc2Br)nc2ccccc2c1C(=O)O	2	-7	-2	0	3	-19	1	0	102	-1.3	·
O=c1[nH]c2c(s1)C(c1ccco1)C1C3CCC(C3)C1S2 (configuration not stated)	-7	-1	7	8	-2	2	-14	-7	116	0.3	-22
Clc1cccc2c1CCN(Cc1nc(-c3cnccn3)no1)C2	-7	0	7	-1	-4	0	-7	12	105	-1.5	-6
C=CCN(C(=O)CSc1nc2c(sc3ccccc32)c(=O)n1CCN(CC)CC)c1ccccc1	-25	1	25	2	-4	-18	-9	-5	114	-1.9	-14
O=C(CC1(O)C(=O)N(Cc2ccccc2)c2ccccc21)c1ccncc1 (configuration not stated)	-11	-1	11	-3	-4	-91	1	1	112	-1.9	-7
CN(C)S(=O)(=O)c1ccc2c(c1)nc(CCC(=O)NCCc1ccc(Cl)cc1)n2C	14	-1	-14	-2	-4	29	0	-6	102	0.5	8
O=C(CNC(=O)c1cccc(F)c1)N/N=C/c1cccs1	-4	3	4	1	4	5	0	0	99	-0.5	-1
O=c1c2c([nH]c3ccccc13)CCCC2	18	3	·	2	10	10	-3	6	103	2.0	3
O=C1c2cccc(OCc3ccc(F)cc3)c2CCN1Cc1ccccc1	25	-4	-25	4	-24	5	-3	-7	100	-1.6	23
O=C1CC2(CCN(C(=O)c3cccc(Cl)c3)CC2)Oc2ccccc21	-16	1	16	-1	0	-10	-8	-13	101	0.1	3
O=C(O)C1CC=CCC1C(=O)Nc1ccc(S(=O)(=O)N2CCCc3ccccc32)cc1 (configuration not stated)	-5	4	5	·	-5	6	3	-10	114	-0.8	12
O=C(Nc1ccc(Cl)c(Cl)c1)c1ccncc1	2	10	-2	-3	37	-4	-8	-6	103	1.1	49
Cc1cc(C)nc(S/C=C/C(=O)c2ccccc2F)n1	-4	3	4	·	-87	-1	2	5	102	1.4	-14
COc1ccc(CCNS(=O)(=O)c2ccccc2[N+](=O)[O-])cc1OC	-21	16	21	1	·	-2	-7	8	106	1.4	-2
N#Cc1c(NC(=O)CSc2nnnn2C2CCCC2)sc2c1CCCC2	21	-7	-21	-1	-7	8	-8	-20	102	-0.5	8
C=CCn1c(C)nnc1SCC(=O)N1CCN(S(=O)(=O)c2ccccc2)CC1	-2	-4	2	·	2	2	4	-6	86	-2.8	21
COc1ccc(-c2cc(C(F)(F)F)n3ncc(C(=O)N(C)Cc4ccccc4)c3n2)cc1	67	·	-67	-13	-2	1	-27	·	100	-1.5	139
COc1ccc(CCNC(=O)CCS(=O)(=O)c2ccc3c(c2)oc(=O)n3C)cc1OC	-6	-12	6	7	5	-8	-5	2	·	0.6	-15
CC(C)(C)NC(=O)CN(CCc1ccccc1)C(=O)c1csnn1	-18	-12	18	1	-2	16	3	-7	96	4.3	-14
CC(=O)Nc1ccc(SCC(=O)c2cc(C)n(CC(F)(F)F)c2C)cc1	14	-7	-14	1	·	6	-9	-2	102	1.3	-16
O=C(CSc1ccc2nnc(-c3ccccc3)n2n1)NCc1ccco1	-3	-4	3	-5	-6	3	-4	-4	·	3.9	-5
O=C(Nc1ccccn1)c1cc(-n2cnnc2)ccc1Cl	-18	5	18	-2	-2	4	3	14	112	0.8	28
CNC(=O)c1ccsc1NC(=O)c1ccc2c(c1)CCCC2	16	-4	-16	·	52	25	-2	3	98	-0.2	51
Cc1ccc(NC(=O)CN(C)C(=O)COc2cc(F)ccc2[N+](=O)[O-])cc1	9	-15	-9	4	-20	0	1	-11	103	-1.4	-25
O=C(O)c1ccc(Cn2ccc3ccccc32)o1	-19	4	19	3	·	-13	-4	0	121	-6.0	5
CCCNC(=O)N1CCN(S(C)(=O)=O)CC1	3	-4	-3	1	4	1	-3	2	102	0.2	-1
O=C(CCN1C(=O)/C(=C\c2cccc(Br)c2)SC1=S)NCCCN1CCOCC1	-10	-6	10	2	4	-2	-1	-6	101	0.7	4
CCN(CC)c1ccc(/C=N/NC(=O)c2ccco2)c(O)c1	40	0	-40	-1	2	8	-24	-7	103	-12	3
COc1ccc(C(=O)O)cc1S(=O)(=O)NC1CCN(Cc2ccccc2)CC1	-6	-6	6	9	6	8	-1	-12	116	1.3	2
CCc1ccc(C(=O)NC(CCSC)C(=O)O)cc1 (configuration not stated)	-29	-5	29	-3	1	-2	4	-5	102	0.0	-5
O=C(O)c1ccc(/C=N/NC(=O)c2cc3ccccc3cc2O)cc1	14	-9	-14	5	-3	-3	2	-4	·	0.4	-5
O=C(N/N=C/c1cc(Br)c(O)c(Br)c1)c1cccc(C(F)(F)F)c1	12	0	-12	-2	-9	30	1	5	103	1.2	-14
COc1ccc(-c2ocnc2C(=O)N2CCN(Cc3cccnc3)CC2)cc1	-5	3	5	1	4	1	-5	-1	·	0.5	6
CCOC(=O)N1CCN(C(=O)CNC(=O)c2ccc(Cl)cc2)CC1	-13	-7	13	0	-7	-10	-4	-10	111	-0.2	13
COc1ccc(Cl)cc1Nc1nc(-c2sc(NC(=O)c3ccco3)nc2C)cs1	89*	-6	-89	·	-17	4	-2	-7	100	-0.3	4
O=C(c1ccccc1)c1nccn1-c1ccc(Cl)nn1	-37	-4	37	1	1	10	-4	-4	100	0.3	-6
Cc1ccccc1NC(=S)N1CCN(C(=O)c2ccco2)CC1	-22	-6	22	-2	4	-1	1	-4	143	-0.9	-9
Cc1cc(NC(=O)CSc2nc3c([nH]c4ccccc43)c(=O)n2-c2ccccc2F)no1	11	-8	-11	·	-6	-4	6	-17	114	-0.7	9
CC(=O)N1c2ccccc2C(C)(c2ccccc2)CC1(C)C (configuration not stated)	-1	0	1	-47	-1	27	-3	0	104	1.0	-7
O=C(COc1ccccc1)Nc1nnc(C23CC4CC(CC(C4)C2)C3)s1	33	6	-33	·	·	13	?	-5	94	0.5	-31
Cc1ccc(S(=O)(=O)CC(c2ccccc2)N2CCOCC2)cc1 (configuration not stated)	-22	-13	22	-3	-2	0	-2	-11	124	1.2	17
COc1ccc(C(=O)Nc2ccc(C(=O)Nc3cccnc3)cc2)cc1	60	4	-60	2	·	-5	-8	-8	104	1.0	3
COc1cccc(CN(C)C(=O)c2ccc3nccnc3c2)c1	24	2	-24	1	-9	-7	-5	-3	115	2.5	13
O=S(=O)(/N=C(/Nc1ccccc1)c1ccccc1)c1cccs1	-7	-12	7	0	-4	5	3	-2	89	0.4	-8
N#Cc1nc(Cc2cccc3ccccc23)oc1NCCCN1CCOCC1	2	-6	-2	7	0	-2	-9	-14	103	5.2	-12
The listing continues:
SMILES	SR-BI DiI inh	PKA-R2B activ	SR-BI uptake up	NSD2 HMT inh	MITF act	Arrestin-AP2 inh	dFosB activator	PKA-R1A act	Pemphigus Ab inh	CDK5 inh	Mot1-301 SUMO
O=C(NCc1ccncc1)C1CCN(S(=O)(=O)c2ccccc2)CC1	-12	-5	12	·	10	33	1	-7	98	-1.1	261
COc1cccc(C#Cc2c(C=O)n(C)c3ccccc23)c1	57	6	-57	·	-5	16	-21	-2	102	-3.5	-27
Cc1ccc(NC(=O)c2cccc(OCc3c(C)noc3C)c2)c(C)c1	48	-8	-48	-3	·	-2	-4	-4	·	-0.2	8
CCOC(=O)C(C)Sc1nnc(NC(=O)c2ccc3c(c2)OCO3)s1 (configuration not stated)	-11	-4	11	-1	0	12	1	0	99	-0.6	10

Screening results: PubChem BioAssay, several laboratories
